IDE act – human IDE activators in live cells, primary screen, fluorescence polarization, HEK cells, FAbeta-B substrate. FAbeta-B cleavage; 0% vehicle, 100% cell-free pure enzyme wells. activation, % at 5.96 µM. 340,000 compounds, 0.073% hits;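 active means activation above the mean of all tested compounds plus 3 SD, set per screening campaign, cut at about 17% in these data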
Active calls of the source: *. Some of the compounds tested, so the mix of outcomes need not match the whole.

The first 4 entries as a preview:
entry | SMILES | IDE act
1 | O=C(C[C@H]1C[C@H](C(=O)N2CCCCC2)[C@@]2(CCc3ccccc3)c3[nH]c4ccc(Cl)cc4c3CCN2C1=O)NCCc1ccccn1 | 5
2 | Nc1ccc(N=Nc2ccc(O)cc2)c(N)n1 | -4
3 | CCOc1ccc(C(=O)NCC(=O)NNC(=O)CN(C)S(=O)(=O)c2ccc(Cl)cc2)cc1OCC | 6
4 | C/C=C(/CCC1NCCc2c1[nH]c1ccccc21)[Si](C)(C)C (stereo unspecified) | 1

The whole of this part, from the start:
entry | SMILES | IDE act
1 | O=C(C[C@H]1C[C@H](C(=O)N2CCCCC2)[C@@]2(CCc3ccccc3)c3[nH]c4ccc(Cl)cc4c3CCN2C1=O)NCCc1ccccn1 | 5
2 | Nc1ccc(N=Nc2ccc(O)cc2)c(N)n1 | -4
3 | CCOc1ccc(C(=O)NCC(=O)NNC(=O)CN(C)S(=O)(=O)c2ccc(Cl)cc2)cc1OCC | 6
4 | C/C=C(/CCC1NCCc2c1[nH]c1ccccc21)[Si](C)(C)C (stereo unspecified) | 1
5 | O=C(Nc1ccc2c(c1)[nH]c(=O)c1ccccc12)C(F)(F)F | -3
6 | O=C(C=Cc1ccc(Cl)s1)c1ccc(Cl)s1 | 6
7 | COc1ccc(C(CNC(=O)c2ccc(NS(=O)(=O)c3ccc(F)c(C)c3)cc2)N2CCCC2)cc1 (stereo unspecified) | 4
8 | Cc1c(F)cccc1NS(=O)(=O)c1ccc(N2CCCC2=O)cc1 | 6
9 | O=C(NNC(=O)c1ccc2ccccc2c1)c1cccc(Cl)c1 | -1
10 | CC(=NN1CC(=O)NC1=O)c1ccc([N+](=O)[O-])o1 | 2
11 | COc1cccc(CN(C)CCCn2cnc(C(=O)Nc3ccc(C)c(C)c3)n2)c1 | -3
12 | COc1cccc(C2C(C(=O)c3ccco3)=C(O)C(=O)N2CCCN2CCOCC2)c1OC (stereo unspecified) | 3
13 | COC1=C(Nc2ccc(OC)cc2)C(=O)C(OC)=C(Nc2ccc(OC)cc2)C1=O | 5
14 | CN1CCC(N(C)C(=O)c2ccc(Cl)c(S(=O)(=O)N3CCOCC3)c2)CC1 | 4
15 | CCCCCCCCNCCS(=O)(=O)NCc1ccccc1 | -2
16 | COc1ccc2nc(-c3ccccc3)cc(C(=O)OCC(=O)NC3CC3)c2c1 | 5
17 | CCOc1ccc(C(C)NC(=O)C2CCN(S(=O)(=O)c3ccc(OC)cc3)CC2)cc1OCC (stereo unspecified) | 1
18 | CCOC(=O)N1CCN(C(=O)COC(=O)CNC(=O)c2ccc(OCC)c(OCC)c2)CC1 | 6
19 | CCCCCCCCNCCS(=O)(=O)NCc1ccc(OC)cc1 | 3
20 | COc1ccc(-c2ccc3c(c2)[C@@H]2C[C@H](N(C)C(=O)Nc4ccccc4)[C@H]([C@H](C)O)C(=O)N2CC3)cc1 | 4
21 | CC(O)(CC(=O)CC(=O)c1ccccc1)c1ccccc1 (stereo unspecified) | 5
22 | O=C(NCCCl)Nc1ncn[nH]1 | -2
23 | CCCCC(=O)NC(c1ccc(OC)c(OC)c1)c1ccc2cccnc2c1O (stereo unspecified) | 8
24 | O=[N+]([O-])c1ccc(S(=O)Cc2ccccc2)c([N+](=O)[O-])c1 (stereo unspecified) | -3
25 | COc1ccc(Nc2nnc(SCC(=O)NC3CCS(=O)(=O)C3)s2)cc1 (stereo unspecified) | -3
26 | O=C(CSc1ccc(Br)cc1)NCC1(N2CCCCC2)CCCCC1 | 1
27 | CN(C)CC1C2CCC(C2)C1O (stereo unspecified) | -1
28 | CCOC(=O)[C@H](C)N1[C@H](C)[C@H](c2ccccc2)Oc2ccc(Cl)cc2S1(=O)=O | -1
29 | COc1ccc(-c2cccc(-c3cc(=O)oc4ccc(C(C)(C)C)cc34)c2)cc1 | 6
30 | CN(C(=O)c1cccc(NC(=O)Cc2ccc(NC(=O)C3CCCN(C(=O)C4CCC4)C3)cc2)c1)C1CCC1 (stereo unspecified) | 3
31 | C/C(=N/Nc1ccc(C(=O)c2c(C)cc3ccccn23)cc1[N+](=O)[O-])c1ccc(O)cc1 | 8
32 | CCN(C(=O)COC(=O)CCC(=O)c1ccc(C)cc1)c1c(N)n(Cc2ccccc2)c(=O)[nH]c1=O | 1
33 | O=C(O)C(c1ccccc1)C(O)C1CC=CCC1 (stereo unspecified) | 0
34 | CN(C)C(=O)CCc1ccc2c3c([nH]c2c1)[C@]1(CCc2ccccc2)[C@@H](C(=O)N2CCCCC2)C[C@H](CC(=O)NC(C)(C)C)C(=O)N1CC3 | 2
35 | C[C@H]1NC(=O)[C@]2(C)[C@@H](c3ccccc3)[C@H]3COc4ccccc4[C@@H]3N2C1=O | 0
36 | O=c1cc(C=NNc2ccccc2)[nH]c(=O)[nH]1 | 2
37 | Cc1cccc(OCCCC(=O)NNC(=O)c2ccncc2)c1 | 3
38 | O=C(c1ccccc1)c1coc(-c2ccccc2)c1 | -2
39 | COc1cc(NC(=O)CCC(=O)N2CCN(S(=O)(=O)c3ccc(C)cc3)CC2)cc(OC)c1 | 3
40 | CC1CNC(=S)N(c2ccccc2)C1=O (stereo unspecified) | 3
41 | Nc1nc(SCc2ccc(Br)cc2)c2ncn(C3OC(CO)C(O)C3O)c2n1 (stereo unspecified) | 2
42 | Cn1cnc([N+](=O)[O-])c1Sc1nc(N)nc2c1ncn2C1OC(CO)C(O)C1O (stereo unspecified) | 6
43 | COC(=O)c1ccc(Cn2ccc(=O)[nH]c2=O)cc1 | 1
44 | COc1c(C=O)c2c(c(OC)c1OC)-c1ccc(OC)c(=O)cc1C(NC(C)=O)CC2 (stereo unspecified) | 8
45 | O=C1NC(=O)C2(CCCC2)N1 | 6
46 | O=C(CSc1nc2nn(-c3ccccc3)c(=O)c-2c2n1CCCCC2)Nc1ccccc1[N+](=O)[O-] | -5
47 | COc1ccc2[nH]c3c(c2c1)CCN1C(=O)C(CC(=O)NCCC2=CCCCC2)C[C@H](C(=O)N2CCCCC2)[C@@]31CCc1ccccc1 (stereo partly specified) | -1
48 | CN(C(=O)c1cccc(NC(=O)Cc2ccc(NC(=O)C3CCCN(C(=O)CCc4ccccc4)C3)cc2)c1)C1CCCCC1 (stereo unspecified) | 5
49 | Oc1ccc2ccc(Cl)cc2c1 | 5
50 | Cc1nnc(SCC(=O)Nc2cc(S(=O)(=O)N3CCOCC3)ccc2C)s1 | -2
51 | CCOC(=O)C1=CNS(=O)(=O)NC1c1ccc(C)cc1 (stereo unspecified) | 1
52 | Cc1cn(CC(=O)NCc2ccccn2)c(=O)[nH]c1=O | 2
53 | CCN(CC)S(=O)(=O)c1ccc(Cl)c(C(=O)NNC(=O)c2csc(N3CCOCC3)n2)c1 | 0
54 | CN(C)C(=O)CCc1ccc2c3c([nH]c2c1)[C@]1(C)[C@@H](C(=O)N2CCOCC2)C[C@H](CC(=O)NCC24CC5CC(CC(C5)C2)C4)C(=O)N1CC3 | 1
55 | COCCN(C(=O)COC(=O)CCc1ccccc1)c1c(N)n(Cc2ccccc2)c(=O)[nH]c1=O | 1
56 | CN(C)C(CNC(=O)c1cccc(S(=O)(=O)Nc2ccc(SC(F)F)cc2)c1)c1ccccc1 (stereo unspecified) | 1
57 | O=C(Nc1cccc([N+](=O)[O-])c1)NN1CCCCCC1 | 2
58 | O=[N+]([O-])c1ccc(C=NN2CCCCCC2)cc1 | 1
59 | O=C(NCC(c1ccco1)N1CCCCC1)c1ccc(COc2ccc(Cl)cc2)cc1 (stereo unspecified) | -5
60 | NC(=S)NN=C1CCSCC1 | 3

Some of the entries above in a different format:
55: COCCN(C(=O)COC(=O)CCc1ccccc1)c1c(N)n(Cc2ccccc2)c(=O)[nH]c1=O
  IDE act: 1

56: CN(C)C(CNC(=O)c1cccc(S(=O)(=O)Nc2ccc(SC(F)F)cc2)c1)c1ccccc1 (stereo unspecified)
  IDE act: 1

57: O=C(Nc1cccc([N+](=O)[O-])c1)NN1CCCCCC1
  IDE act: 2

58: O=[N+]([O-])c1ccc(C=NN2CCCCCC2)cc1
  IDE act: 1

Following part
entry | SMILES | IDE act
61 | Cc1ccc(S(=O)(=O)NN=C2CC3CCC2(C)C3(C)C)cc1 (stereo unspecified) | 1
62 | Oc1ccc(C=NN=Cc2ccco2)c(O)c1 | -1
63 | CCC1(c2ccc(F)cc2)NC(=O)N(CC(=O)N2CCN(S(=O)(=O)c3ccc(C)cc3C)CC2)C1=O (stereo unspecified) | 7
64 | CCOc1ccc(C(=O)Nc2ccc(N3CCN(C(=O)c4ccco4)CC3)cc2)cc1Br | -3
65 | CNC(=S)NN=C(C)CCCC(C)=NNC(=S)NC | 1
66 | COc1ccccc1C=Cc1ccnc2ccccc12 | -1
67 | CC(C)(C)NC(=O)C(c1ccc(-c2ccccc2)cc1)N(C[C@H]1CC[C@@H]([C@@H]2CC[C@H](CO)O2)O1)C(=O)c1ccc(-c2ccccc2)cc1 (stereo partly specified) | 1
68 | Cc1ncc([N+](=O)[O-])n1S(=O)(=O)c1ccc2c(c1)OCCO2 | 3
69 | CC(=O)C12OC(C)(C)OC1CC1C3CCC4=CC(=O)C=CC4(C)C3(F)C(O)CC12C (stereo unspecified) | 3
70 | CCOC(=O)C1CCCN1C(=O)C1(NC(C)=O)CCCC1 (stereo unspecified) | 4
71 | COCC(C)n1c(SCC(=O)Nc2cc(C)on2)nc2ccccc2c1=O (stereo unspecified) | 4
72 | CC(C)c1ccc(C2OCC(C)([N+](=O)[O-])CO2)cc1 (stereo unspecified) | 4
73 | CCOC(=O)NC1CCc2cc(OC)c(OC)c(OC)c2-c2ccc(OC)c(=O)cc21 (stereo unspecified) | 8
74 | COc1ccc(C2CC(C(C)(C)C)=NN2c2ccc(S(N)(=O)=O)cc2)cc1 (stereo unspecified) | 6
75 | COC1=CC(=O)OC(C)(c2ccccc2)C1 (stereo unspecified) | -1
76 | Cc1ccc(OCC(=O)Nc2cc(S(=O)(=O)N3CCOCC3)ccc2N2CCCC2)cc1 | 5
77 | CC[C@]12c3[nH]c4ccc(Cl)cc4c3CCN1C(=O)[C@@H](CC(=O)NCCCOC)C[C@@H]2C(=O)N1CCN(C(=O)C2CC2)CC1 | 2
78 | CS(=O)(=O)c1cccc(C(=O)Nc2ccc(S(=O)(=O)N3CCCCC3)cc2)c1 | -3
79 | CC(=O)N(Cc1ccccc1)C(CC(=O)NCc1ccccc1)C(=O)O (stereo unspecified) | 2
80 | CC1CCN(c2nc3c(c(=O)[nH]c(=O)n3C)n2CCSc2ncccn2)CC1 | 7
81 | CC(=O)Nc1c(Br)cc2c(c1Br)Cc1cc([N+](=O)[O-])ccc1-2 | 3
82 | CC(C)(C)OC(=O)N(Cc1ccccc1)Cc1cccc(OCc2cccc(NC(=O)c3ccccc3)c2)c1 | 2
83 | OC(CSc1ccccc1)CN1CCN(c2ccc(Cl)cc2)CC1 (stereo unspecified) | 2
84 | Cc1cc(C(=O)OC(C)C(=O)Nc2cccc(Cl)c2)on1 (stereo unspecified) | -2
85 | Cc1ccc(C)c(NC(=O)C(OC(=O)c2ccc(CO)cc2)c2ccccc2)c1 (stereo unspecified) | 4
86 | CCOC(=O)C1=C(C)N(C[C@@H]2CC[C@@H](Cc3ccc(-c4ccccc4)cc3)O2)C(=O)NC1c1cccc([N+](=O)[O-])c1 (stereo partly specified) | 3
87 | C=CC(=O)Nc1cccc(CN2C(=O)N(c3cc(OC)cc(OC)c3)Cc3cnc(NCCCCN(CC)CC)nc32)c1 | 1
88 | CNc1cccnc1C=NNC(N)=S | 2
89 | CCCOC(=O)c1ccc(NC(=O)COC(=O)C2CCN(c3ccc(C(F)(F)F)cn3)CC2)cc1 | -1
90 | CN(C)CCN(Cc1ccco1)c1ccccn1 | 1
91 | COc1ccc(C2CC(c3ccncc3)=NN2c2ccc(S(N)(=O)=O)cc2)cc1 (stereo unspecified) | 3
92 | CC(=O)c1cccc(OCC(=O)NC2CCCCCC2)c1 | 2
93 | Cn1c(=O)c2[nH]c(=S)n(Cc3ccccc3)c2n(C)c1=O | -4
94 | OC[C@H]1O[C@@H](n2cnc3c(NCc4ccco4)ncnc32)[C@H](O)[C@@H]1O | 7
95 | C(=NOCc1ccccc1)c1ccncc1 | -3
96 | COc1cc2ccccc2cc1C(=O)N1CCc2ccccc21 | 4
97 | O=[N+]([O-])c1ccc(O)c(C2CCCCC2)c1 | -4
98 | C/C(=N/NC(=O)COc1ccc(C(C)(C)C)cc1)c1ccc(N2CCOCC2)cc1 | -2
99 | CC1CC(OC(=O)C2CCN(S(=O)(=O)c3ccc(F)cc3)CC2)C(=O)O1 (stereo unspecified) | 6
100 | COC1OCC(O)C(OC(=O)c2ccccc2)C1OC(=O)c1ccccc1 (stereo unspecified) | 2
101 | O=C(CC(NC(=O)OCc1ccccc1)C(=O)OCc1ccccc1)OCc1ccccc1 (stereo unspecified) | 4
102 | Cc1ccc(C2(c3ccccc3)NC(=O)N(CC(=O)NC3CCCCC3)C2=O)cc1C (stereo unspecified) | -1
103 | Cc1cccc(CN(C)C)c1CC(O)(c1ccccc1)c1ccccc1 | 4
104 | Nc1c(N(Cc2ccccc2)C(=O)COc2ccc([N+](=O)[O-])cc2)c(=O)[nH]c(=O)n1Cc1ccccc1 | 3
105 | O=C(CN1CCN(C(=O)C2CCN(C(=O)/C=C/c3ccccc3)CC2)CC1)Nc1ccccc1Cl | 10
106 | CCCN(CC(=O)Nc1ccc(F)c(F)c1F)C(=O)c1cc(S(=O)(=O)N(C)C)ccc1N1CCCC1 | 1
107 | CCOC(=O)C1C(=O)C=C(c2ccccc2)CC1c1ccccc1 (stereo unspecified) | 3
108 | Nc1ncnc(N2CCOCC2)n1 | 2
109 | O=C(NC1CC1)c1cccc(NC(=O)C2CCN(S(=O)(=O)c3cccc(C(F)(F)F)c3)CC2)c1 | 4
110 | NC(=O)c1ncn([C@@H]2O[C@H](CNCc3cccc(OC4CCCC4)c3)[C@@H](O)[C@H]2O)n1 | -2
111 | CN(Cc1ccccc1)C(=O)c1ccc(NC(=O)Cc2ccc(NC(=O)C3CCCN(C(=O)CCc4ccccc4)C3)cc2)cc1 (stereo unspecified) | 7
112 | CN(C)CCCN1c2ccc3ccccc3c2Sc2cccc(Cl)c21 | 5
113 | CC(=NNC(=S)N1CC2CCC(CC2)C1)c1cnccn1 | -26
114 | O=C(NNc1nc(N2CCCC2)nc(N2CCCC2)n1)c1ccccc1 | 4

Screens deposited in PubChem BioAssay by The Scripps Research Institute Molecular Screening Center.
